PriA SSB inh: inhibitors of Klebsiella pneumoniae PriA binding to SSB C-terminal tail; AlphaScreen SSBct-PriA binding, biotinylated peptide; inhibition, % at 33 µM; actives 0.6% (n = 430,000); AID 1272365; in the data active = inhibition mostly above about 37%, no sharp cut-off; inactive = mostly below about 20%;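 also: plate controls were negative control peptide for no effect and reference peptide for full effect; strong numbers were not always called active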
The depositor's hits bear a star; & = joins results of further samples. Some of the compounds tested. The share of hits here may be higher or lower than overall.

Sample of the layout (seven entries):
`COc1ccc(NC(=O)C(N=Nc2ccc(Cl)c(S(=O)(=O)Nc3ccc(Cl)cc3)c2)=C(C)O)cc1` gave PriA SSB inh -1.
`COc1ccc(F)cc1S(=O)(=O)NCCn1cncc(C)c1=O` gave PriA SSB inh 5.
`COCC(=O)NN=Cc1ccccc1OC/C=C/c1ccccc1` gave PriA SSB inh -14.
Screening COc1ccccc1NC(=O)COc1ccc(C=Nn2cnnc2)cc1OC returned PriA SSB inh -12.
Screening CSc1ccccc1-c1nnc(NC(=O)Cc2cccc3ccccc23)o1 returned PriA SSB inh -7.
`Cc1noc(C)c1S(=O)(=O)N1CCC[C@H](Cc2nc(C3CC3)no2)C1` gave PriA SSB inh -11.
`O=C(c1cc(-c2ccccc2)on1)N1CCC(Oc2cnccn2)CC1` gave PriA SSB inh 4.

The listing, from the start:
`COc1ccc(NC(=O)C(N=Nc2ccc(Cl)c(S(=O)(=O)Nc3ccc(Cl)cc3)c2)=C(C)O)cc1` gave PriA SSB inh -1.
`COc1ccc(F)cc1S(=O)(=O)NCCn1cncc(C)c1=O` gave PriA SSB inh 5.
`COCC(=O)NN=Cc1ccccc1OC/C=C/c1ccccc1` gave PriA SSB inh -14.
Screening COc1ccccc1NC(=O)COc1ccc(C=Nn2cnnc2)cc1OC returned PriA SSB inh -12.
Screening CSc1ccccc1-c1nnc(NC(=O)Cc2cccc3ccccc23)o1 returned PriA SSB inh -7.
`Cc1noc(C)c1S(=O)(=O)N1CCC[C@H](Cc2nc(C3CC3)no2)C1` gave PriA SSB inh -11.
`O=C(c1cc(-c2ccccc2)on1)N1CCC(Oc2cnccn2)CC1` gave PriA SSB inh 4.
`O=c1cnnc(NN=CC2CC=CCC2)[nH]1` (configuration not stated) gave PriA SSB inh -7.
For Cc1ccc(S(=O)(=O)N=C(c2ccccc2)N(C)S(=O)(=O)c2ccccc2)cc1 the results were PriA SSB inh -10.
Screening CN1C(=c2sc(=C3C(=O)N(c4ccccc4)NC3=Nc3ccccc3)n(C)c2=O)C(C)(C)c2ccccc21 returned PriA SSB inh 42.
`O=C(NN=Cc1cc(O)ccc1Br)c1cccnc1` gave PriA SSB inh 46*.
O=C(CN1C(=O)CCC1=O)NCCC(O)c1ccsc1 (configuration not stated) was read as PriA SSB inh 6.
For C/C(C=NNc1nnc2c(n1)[nH]c1ccccc12)=C\c1ccco1 the results were PriA SSB inh -6.
O=C(NCCCn1ccc2cccnc21)c1cc(-c2ccco2)on1 was read as PriA SSB inh -6.
Screening COC(=O)c1ccc2nc(Nc3nc4cc5c(cc4s3)OCO5)sc2c1 returned PriA SSB inh -2.
Screening O=C(NCCCN1CCN(c2ccccc2)CC1)c1ccc(C(F)(F)F)cc1 returned PriA SSB inh 0.
`CCOc1cc(-c2nnc(NC(=O)c3ccc(S(=O)(=O)N4CCc5ccccc5C4)cc3)o2)cc(OCC)c1OCC` gave PriA SSB inh 7.
Screening COC(=O)c1ccc(-c2csc(N)n2)cc1 returned PriA SSB inh -4.
For COc1ccc(Cl)cc1NC(=O)C(=O)NCC(=O)N1CCOC(c2ccccc2)C1 (configuration not stated) the results were PriA SSB inh -14.
For Cn1nc(C2CC2)cc1N1CCN(C(=O)c2ccc(C(F)(F)F)nc2)CC1 the results were PriA SSB inh -4.
`O=C(NCc1ccc([C@@H](O)c2cccs2)s1)C(=O)NCc1ccccc1Cl` gave PriA SSB inh 1.
For O=C(Cc1ccccc1)NCC(=O)N/N=C\c1ccc(Cl)cc1 the results were PriA SSB inh -17.
`Cc1cc2ccccc2n1CCNC(=O)Nc1c[nH]c2ccccc12` gave PriA SSB inh 31.
Screening COCCNC(=S)NN=C(C)c1ccccc1F returned PriA SSB inh 5.
`O=C(COc1ccccc1[N+](=O)[O-])NN=Cc1ccc[nH]1` gave PriA SSB inh -3.
Cn1cccc(C(=O)N2CCC[C@H](c3nn(C)c(=O)n3-c3ccccc3)C2)c1=O was read as PriA SSB inh -10.
`O=S(=O)(c1ccc(Cl)s1)N1CCN(c2ccc(-c3cccnc3)nn2)CC1` gave PriA SSB inh -13.
Screening CCC(=O)Nc1ccc(SC)nn1 returned PriA SSB inh 3.
Screening CCOC(=O)c1c(SCC(=O)c2ccc(C)cc2)nc(=O)[nH]c1C returned PriA SSB inh -12.
For COc1ccc(CC(=O)NCCC(O)c2ccsc2)cc1OC (configuration not stated) the results were PriA SSB inh -4.
Screening C=CCNC(=O)C(=O)NCc1ccsc1 returned PriA SSB inh -1.
Screening COC(=O)c1ccccc1NC(=O)Cn1nc2c3cccc(C)c3ncn2c1=O returned PriA SSB inh 6.
For CO[C@@H](CNC(=O)C(=O)Nc1cccc(SC)c1)c1ccco1 the results were PriA SSB inh 3.
`Cc1c(C)c2ccc(OC(C)C(=O)N3C[C@H]4C[C@H](C3)c3cccc(=O)n3C4)c(C)c2oc1=O` (some centres not stated) gave PriA SSB inh -6.
`Cc1sc2ncnc(N3CCN(Cc4ccccc4)CC3)c2c1-c1ccc(Cl)cc1` gave PriA SSB inh -1.
`O=c1[nH]c2cc(S(=O)(=O)N3CCCC(Cc4nc(-c5ccsc5)no4)C3)ccc2o1` (configuration not stated) gave PriA SSB inh -9.
CCNC(=O)NCCn1nc(-c2ccccn2)n(C)c1=O was read as PriA SSB inh 2.
O=C1CCCN1c1cccc(NS(=O)(=O)c2ccc(N3CCCCS3(=O)=O)cc2)c1 was read as PriA SSB inh -9.
Cn1c(-c2ccc(F)cc2)[n+](C)c2ccccc21 was read as PriA SSB inh -8.
Screening CSc1cccc(NS(=O)(=O)C2CC2)c1 returned PriA SSB inh 7.
CSc1ccccc1C(=O)Nc1nn(C)c2c1C(c1cccs1)CC(=O)N2 (configuration not stated) was read as PriA SSB inh 3.
Screening O=C([C@H]1C[C@@H]1c1cccs1)N1CCN(C(=O)C2(c3ccccc3)CCOCC2)CC1 returned PriA SSB inh -3.
Screening CCSc1ccccc1C(=O)N1CCN(Cc2nc(C3CC3)cs2)CC1 returned PriA SSB inh -10.
For O=C(c1csc(-c2ccccc2)n1)N1CCN(C(=O)C2CC2c2ccc(F)cc2)CC1 (configuration not stated) the results were PriA SSB inh 1.
For Cc1ccc(-c2cc(C(=O)N3CCC(NC(=O)c4ccc5c(c4)OCO5)CC3)[nH]n2)c(C)c1 the results were PriA SSB inh -4.
O=C1C2CC=CCC2C(=O)N1C1CN(S(=O)(=O)C2CC2)C1 (configuration not stated) was read as PriA SSB inh -28.
Screening O=C(NCCc1cnc[nH]1)c1ncc(-c2ccccc2)o1 returned PriA SSB inh -21.
Screening CC(C)N(Cc1ccccc1)C(=O)c1csc(-c2cnccn2)n1 returned PriA SSB inh -20.
COCCn1c(-c2ccccc2F)nc2c(c(=O)c3ccccc3n2C)c1=O was read as PriA SSB inh 2.
`O=C(Nc1nc(-c2ccc3c(c2)OCO3)cs1)c1ccc(N2C(=O)CCC2=O)cc1` gave PriA SSB inh -6.

The last 4 compounds of the part before are carried over, then new ones follow.
Screening O=C(NCCc1cnc[nH]1)c1ncc(-c2ccccc2)o1 returned PriA SSB inh -21.
Screening CC(C)N(Cc1ccccc1)C(=O)c1csc(-c2cnccn2)n1 returned PriA SSB inh -20.
COCCn1c(-c2ccccc2F)nc2c(c(=O)c3ccccc3n2C)c1=O was read as PriA SSB inh 2.
`O=C(Nc1nc(-c2ccc3c(c2)OCO3)cs1)c1ccc(N2C(=O)CCC2=O)cc1` gave PriA SSB inh -6.
`O=C(NN=CCCc1ccccc1)c1ccc(CN2c3cccc4cccc(c34)S2(=O)=O)cc1` gave PriA SSB inh -8.
O=C(NCc1ccc2c(c1)OCO2)C(=O)Nc1ccc2c(c1)OCCO2 was read as PriA SSB inh -3.
For O=C(c1ccc(C(F)(F)F)cc1)N1CCC(CSC2=NCCS2)CC1 the results were PriA SSB inh -13.
`O=C1N(Cc2ccc(F)cc2)c2ccccc2S(=O)(=O)N1Cc1ccc(F)cc1` gave PriA SSB inh -30.
Screening O=C(NCc1nnc2ccc(-c3cccs3)nn12)C1(c2ccccc2)CC1 returned PriA SSB inh -30.
For CC(C)CS(=O)(=O)C1CN(S(C)(=O)=O)C1 the results were PriA SSB inh -15.
Screening COCCNC(=O)C(=O)NCC1CCN(C(C)C)CC1 returned PriA SSB inh -9.
Screening CCOC(=O)c1sc(NC(=O)c2cc(-c3ccccc3)nc3ccccc23)cc1C returned PriA SSB inh -17&1.
COc1ccc(C=NN2CCN(C3c4ccccc4-c4ccccc43)CC2)cc1OC was read as PriA SSB inh -6.
For COC(=O)NCCC1CCCCN1S(=O)(=O)c1ccc(C)cc1 (configuration not stated) the results were PriA SSB inh 8.
Cc1nc(C)c(C(=O)N2CC(n3cc(-c4ccccc4)nn3)C2)s1 was read as PriA SSB inh -6.
CC(=O)Nc1ccc(NC(=O)CC(C)=NNC(=O)C(=O)Nc2ccc(C)c(Cl)c2)cc1 was read as PriA SSB inh -4.
Screening Cn1cc(S(=O)(=O)NCC2CCN(c3nccnc3C#N)CC2)cn1 returned PriA SSB inh 9.
Screening CSc1cccc(NC(=O)Cn2ncn3nc4c(c3c2=O)CCCC4)c1 returned PriA SSB inh -7.
Screening O=C(NN=C(c1ccccc1)c1ccncc1)c1ccc2c(c1)OCO2 returned PriA SSB inh -1.
O=C(Nc1ccc(N2CCCS2(=O)=O)cc1)c1cccs1 was read as PriA SSB inh -4.
`O=C(NN=Cc1cc(Br)ccc1O)c1ccccc1Cl` gave PriA SSB inh 7.
`CC1CCc2c(sc(NC(=O)CSc3ccc(Cl)cc3)c2C(N)=O)C1` (configuration not stated) gave PriA SSB inh 3.
`COc1ccc(-c2ccc(N3CCCC(C(=O)NCC4CCCO4)C3)nn2)cc1` (configuration not stated) gave PriA SSB inh -8.
`NC[C@H](CC(=O)O)c1cccnc1` gave PriA SSB inh -13.
For Cc1cc(O[C@H]2CCN(C(=O)c3cc(-c4ccc(F)cc4)n[nH]3)C2)cc(=O)o1 the results were PriA SSB inh -11.
Cc1nc(-n2cccc2)sc1C(=O)NCCn1nc(-c2ccccn2)n(C)c1=O was read as PriA SSB inh -2.
For O=C(Nc1ccc(Cl)cc1)Nc1nc(-c2cc(Cl)sc2Cl)cs1 the results were PriA SSB inh -7&-6.
`O=C1NC(=S)NC(=O)C1=Cc1nc(-c2cccc([N+](=O)[O-])c2)n2ccccc12` gave PriA SSB inh -10.
`O=C(Nc1nc2c(s1)CCc1ccccc1-2)c1nc2ccccc2s1` gave PriA SSB inh 6.
For CS(=O)(=O)N1C2CCC1CC(NC(=O)c1ccc(C(F)(F)F)nc1)C2 (configuration not stated) the results were PriA SSB inh -13.
`Cc1cccc(-n2c(O)c(C=NNc3nc4c(c(=O)n(C)c(=O)n4C)n3C)c(=O)[nH]c2=S)c1` gave PriA SSB inh 56.
`O=C(NCCOc1ccccc1)c1ccc(F)cc1` gave PriA SSB inh 4.
CCOc1cc(S(=O)(=O)N2CCOCC2)c(C)cc1C was read as PriA SSB inh -14.
Screening Nc1nc(SCC(=O)Nc2nsc(-c3ccccc3)n2)n[nH]1 returned PriA SSB inh -3.
For COc1ccc(CC(=O)NN=C(C)c2ccc(Br)s2)cc1 the results were PriA SSB inh -5.
Screening CC(C)N1CCC(CNC(=O)c2ccc(F)c(F)c2)CC1 returned PriA SSB inh -4.
For O=S(=O)(c1ccc(F)cc1)N1CN(Cc2ccccc2)c2nc3ccccc3nc21 the results were PriA SSB inh -5.
`O=C1CCc2cc(NS(=O)(=O)c3ccc(F)c(Cl)c3)ccc2N1Cc1ccccc1` gave PriA SSB inh 4.
For CN(C)CCNN the results were PriA SSB inh 27.
Screening CCOC(=O)N1CCN(C(=O)CSc2ccc(NC(=O)C3CC3)nn2)CC1 returned PriA SSB inh 6.
O=C(Nc1ccccc1)Nc1cc(-n2cncn2)ncn1 was read as PriA SSB inh 1.
`COC(=O)Nc1ccc(S(=O)(=O)N2CCCC(C(=O)N3CCCC(C(F)(F)F)C3)C2)cc1` (configuration not stated) gave PriA SSB inh -3.
CCOCCn1c(=NC(=O)c2ccnn2C)sc2cc(C(=O)OC)ccc21 was read as PriA SSB inh -6.
`CN(C)c1ccc(CCCNC(=O)C(=O)Nc2ccc3c(c2)OCO3)cc1` gave PriA SSB inh -22.
Screening Cc1ccc(C)c(C(O)=C2C(=O)C(=O)N(CCN3CCOCC3)C2c2ccco2)c1 (configuration not stated) returned PriA SSB inh 6.
Screening CN(C)S(=O)(=O)c1ccc(C(=O)Nc2nnc(SCC(=O)NCc3ccco3)s2)cc1 returned PriA SSB inh 0.
O=C(Nc1cccc(C(F)(F)F)c1)C1=Cc2ccccc2OC1 was read as PriA SSB inh -15&-14.
For CC1CCN(S(=O)(=O)c2ccc(-c3ccc(S(=O)(=O)N4CCC(C)CC4)cc3)cc2)CC1 the results were PriA SSB inh -10&-7.
COc1ccc(NC(C)=O)cc1NC(=O)Cc1cc(-c2cccs2)on1 was read as PriA SSB inh 2.
`O=C(c1c(F)cccc1Cl)N1CCN(c2ccc(-c3noc(C4CC4)n3)cn2)CC1` gave PriA SSB inh -9.
For Oc1cccc(C=NN=Cc2cccc(O)c2O)c1O the results were PriA SSB inh 2.
O=C(CSc1nc(-c2ccccc2Cl)ns1)N1CCCC1 was read as PriA SSB inh -9&-5.
Screening Cc1cc(NC(=O)C2CN(S(C)(=O)=O)C2)sn1 returned PriA SSB inh -5.
CCCNC(=O)C(=O)NN=Cc1cccs1 was read as PriA SSB inh -15.
`Cc1ccc(CCC(=O)O)o1` gave PriA SSB inh -7.
`CN(C)c1ncc(NC(=O)COc2ccc(-n3cccn3)nn2)c(N(C)C)n1` gave PriA SSB inh 11.

Assay outcomes from PubChem BioAssay.
